12-LOX inh = inhibitors of human 12S-lipoxygenase ALOX12; P18054; Potency, µM (top dose mostly 108 µM), inactives show at the top dose activity change, negative = inhibition, usual class: inhibitors; AID 1671190; purified 12hLO, xylenol orange hydroperoxide absorbance; 1.1% of 580,000 active; active = well fitted inhibition curve with a large enough effect; inconclusive = small, poorly fitted or top-dose-only effect, or another doubt; inactive = no such curve, though single readings can be large or run the other way
Target sequence (P18054 whole entry, looked up): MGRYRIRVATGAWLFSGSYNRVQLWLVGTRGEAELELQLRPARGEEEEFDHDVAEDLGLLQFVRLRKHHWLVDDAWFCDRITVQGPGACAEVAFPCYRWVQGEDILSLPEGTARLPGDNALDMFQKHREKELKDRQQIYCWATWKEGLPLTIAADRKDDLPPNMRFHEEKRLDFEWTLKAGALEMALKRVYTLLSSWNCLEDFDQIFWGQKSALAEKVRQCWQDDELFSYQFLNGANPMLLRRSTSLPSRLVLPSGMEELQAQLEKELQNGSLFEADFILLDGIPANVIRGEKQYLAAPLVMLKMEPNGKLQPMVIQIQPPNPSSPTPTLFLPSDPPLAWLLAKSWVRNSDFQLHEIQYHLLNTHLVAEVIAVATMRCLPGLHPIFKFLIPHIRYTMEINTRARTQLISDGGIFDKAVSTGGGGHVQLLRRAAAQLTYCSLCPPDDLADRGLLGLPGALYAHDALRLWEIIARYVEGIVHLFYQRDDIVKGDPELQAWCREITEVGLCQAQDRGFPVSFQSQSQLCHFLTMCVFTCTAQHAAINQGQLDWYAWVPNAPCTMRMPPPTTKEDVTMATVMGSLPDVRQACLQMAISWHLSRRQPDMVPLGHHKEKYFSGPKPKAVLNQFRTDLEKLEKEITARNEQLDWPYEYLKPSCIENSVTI
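Purified human 12hLO (150 nM final) in 25 mM Hepes, 0.01% Triton X-100, pH 7.0 was preincubated 15 min at room temperature with compound. Then 40 uM arachidonic acid was added, 30 min. Hydroperoxide was read by Fe-XO absorbance ratio 573/405 nm.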
* = called active by the depositor; ? = inconclusive; & = joins results of further samples; [ ] = dose if it differs, or a comment. % is set by controls: 0 for no effect and ±100 for the full control effect; potency is the fitted concentration of half-maximal effect. A portion of the library; the hit share may differ from the screen's.

mol,12-LOX inh
O=C1Nc2ccccc2CC12CCCN2Cc1ccccn1 (stereo unspecified),-13%[6.33 µM]
O=C(COc1ccc(F)cc1)N1[C@H]2CC[C@@H]1c1cnc(-c3ccc(F)cc3)nc1C2,5%
Clc1ccc([C@H]2CC3CCC2N3)cn1 (stereo partly specified),1%&7%
Clc1cccc(N2Cc3cc(N4CCOCC4)ccc3-n3nncc3C2)c1,-25%
Cc1ccccc1-c1ccc2n(c1=O)C[C@H]1C[C@@H]2CN(C(=O)NC2CCCCC2)C1,100%[activator][176 µM]
COc1ccc(CN2CCC3(CC(c4cccnc4)=NO3)C2)cc1 (stereo unspecified),9%[6.33 µM]
O=C(NC1CC1)[C@H]1CN2CCC1C[C@@H]2Cn1cc(C2(O)CCCCC2)nn1 (stereo partly specified),65%[activator][176 µM]
OCCNc1cc(N2CC[C@@]3(O)CCNC[C@H]3C2)ncn1,25%
COCC(=O)N1[C@H]2CC[C@@H]1c1cnc(-c3ccccc3)nc1C2,47%[activator]
O=C(NCc1ccncc1)C1CNCC12CCOCC2 (stereo unspecified),5%
Cc1ncc2c(n1)C[C@@H]1CC[C@H]2N1C(=O)COc1ccc(F)cc1,5%
O=C(NCc1ccc(F)cc1)[C@H]1CN2CCC1C[C@@H]2Cn1cc(CSc2ccccc2)nn1 (stereo partly specified),-5%
ClC1=C(Cl)[C@]2(Cl)[C@@H]3[C@@H](Cl)[C@H]4O[C@H]4[C@@H]3C1(Cl)C2(Cl)Cl,1%
COC[C@@H](NC(C)=O)C(=O)NCc1ccccc1,-4%[57.4 µM]
CCCS(=O)(=O)N1C[C@@H]2C[C@H](C1)c1ccc(-c3ccccc3C)c(=O)n1C2,5%[176 µM]
CC1CCN(C[C@H]2CN3CC[C@H]2C[C@@H]3CNS(C)(=O)=O)CC1,58%[activator][176 µM]
COCCNC(=O)N1CCC2(C1)C(=O)N(C)c1ccc(OC)cc12 (stereo unspecified),5%
CN1C(=O)[C@H]2CN(Cc3ccco3)C[C@H]2C1=O,48%[activator]
Cn1nc(-c2ccc(F)cc2)cc1[C@H]1CN2CC[C@H]1C[C@@H]2CNC(=O)NCc1ccccc1,14%
CC(Nc1ccc([N+](=O)[O-])c2nonc12)c1ccccc1Cl (stereo unspecified),31%
CC[C@H]1CN2CC[C@H]1C[C@@H]2CNS(=O)(=O)c1cccc2cccnc12,54%[activator][176 µM]
COc1cc(/C=C(\C)[N+](=O)[O-])cc(Br)c1O,?
O=C(Nc1ccncc1)C(=O)c1cn(Cc2ccc(Cl)cc2)c2ccccc12,5%[57.4 µM]
COC(=O)[C@@H]1[C@@H](CO)[C@@H]2Cn3c(ccc(Br)c3=O)[C@H]1N2S(=O)(=O)c1cccc(C)c1,-8%
CC(C)NC(=O)N1CCC2(CC1)c1nccn1-c1ccccc1CN2C,43%[activator]
O=C(c1cccs1)C1CCCN(Cc2nc(-c3ccccn3)no2)C1 (stereo unspecified),52%[activator]
CC(C)CC(=O)N1CCC2(CC1)c1nccn1-c1ccccc1CN2C,23%
CCCC(=O)c1cn(Cc2ccccc2C#N)c2ccccc12,29%
CCc1nnc2ccc(N3CCN(CC)CC3)nn12,10%
O=[S+]1([O-])NCC2(CCN(Cc3cccs3)C2)Oc2ncccc21 (stereo unspecified),4%[6.33 µM]
CCCCc1cn(C[C@H]2C[C@@H]3CCN2C[C@@H]3C(=O)NCc2ccc(F)cc2)nn1,3%[176 µM]
Cn1nc(-c2ccc(F)cc2)cc1[C@H]1CN2CC[C@H]1C[C@@H]2CNS(=O)(=O)c1cccs1,4%
COc1ccc(-c2nc3ccc(Br)cn3c2CC(=O)N2CCCC2)cc1OC,0%
N#Cc1ccc(CN2CCC(c3c[nH]c4ccccc34)CC2)cc1,?
COc1cccc([C@@H]2CCN(Cc3[nH]c4ccccc4c3C)C[C@H]2O)c1,?
Cc1[nH]nc2c1C(c1ccc(-c3cccc(Cl)c3)o1)SCC(=O)N2 (stereo unspecified),-41%
COc1cc2c(cc1OCC1CC1)NC(=O)C21CCN(c2nccc(C(F)(F)F)n2)CC1,-30%
O=C1NC2(CCCN(Cc3ccncc3)C2)Oc2ccccc21 (stereo unspecified),50%[activator][176 µM]
N#Cc1c(N)nc2c(c1-c1ccc(OCc3ccccc3F)cc1)c(=O)nc1sccn12,?
O=P1(c2ccccc2)CC=CC1,11%
CCC(c1cccs1)N1C(=O)[C@H]2CNC[C@H]2C1=O (stereo partly specified),14%
c1ccc(CCNCc2ccco2)cc1,-15%
COOCC1(C(=O)OC)C[C@H](c2ccc(OC)cc2)N(Cc2ccccc2OC)[C@@H]1c1ccccc1C (stereo partly specified),-22%
Nc1ncccc1CN1CC[C@H]2NCCC[C@]2(C(=O)O)C1,35%[activator]
c1coc(CN2CCNCC2)c1,?
CSCCC(c1nnnn1-c1ccc2c(c1)OCCO2)N1CCC2(CC1)C(=O)NCN2c1ccccc1 (stereo unspecified),?
C1CN2CCC1CC2,-5%[22.9 µM]
CCC(CC)C(=O)NC[C@H]1C[C@@H]2CCN1C[C@@H]2c1cc(-c2ccco2)nc(C)n1,39%[activator][176 µM]
CNC1Cc2ccccc2C1,-21%
CN1C(=O)[C@@H]2C[C@@H](O)CN2C2(CN(Cc3cccnc3)C2)C1=O,-4%[176 µM]

Further entries:
mol,12-LOX inh
CCCNC(=O)OC[C@H]1C[C@@H]2CCN1C[C@@H]2c1cc(-c2ccc(OC)cc2)nn1C,?
COc1ccccc1N1CCN(C[C@H]2CN3CC[C@H]2C[C@@H]3CNC(=O)Nc2ccccc2)CC1,94%[activator]
Cc1cc(N2CCNC[C@@H]2C)ccc1N1CC[C@@H](O)C1,?
CCN1C(=O)CCN(Cc2cccnc2)CC12CCOCC2,3%
Nc1cccc(-c2cn(C[C@H]3CC4CCN3C[C@@H]4C(=O)NCc3ccc(F)cc3)nn2)c1 (stereo partly specified),88%[activator][176 µM]
Cc1nc(-c2ccccc2)cc([C@H]2CN3CC[C@H]2C[C@@H]3CNC(=O)CCCC(=O)O)n1,2%[176 µM]
COc1cc(C2SCC(=O)Nc3[nH]ncc32)ccc1OCC(C)C (stereo unspecified),-6%
CCN(CC)C(=O)c1ccc(NC(=O)COC(=O)c2ccc3nc(C)c(C)nc3c2)cc1,-36%
COc1ccc(-c2cc([C@H]3CN4CC[C@H]3C[C@@H]4CNS(=O)(=O)c3ccc(NC(C)=O)cc3)n(C)n2)cc1,46%[activator]
Cc1ccc(C(O)(C(=O)OC(C)C)C(O)c2ccc(F)cc2)cc1 (stereo unspecified),-10%
O=C(CCc1nc2ccccc2s1)N1[C@H]2CC[C@@H]1c1cnc(-c3ccccc3)nc1C2,3%
COc1ccc(CNC(=O)N2[C@H]3CC[C@@H]2c2cnc(-c4ccccc4)nc2C3)cc1,22%
C[C@H]1COc2cccc(N3CCN(C)CC3)c2S(=O)(=O)N1,15%
CN1C(=O)CO[C@H]2CN(C3CCC3)C[C@H]21,8%[176 µM]
COc1ccc(-c2cc([C@H]3CN4CC[C@H]3C[C@@H]4CNC(=O)c3ccco3)n(C)n2)cc1,59%[activator][176 µM]
Cc1cccc([C@H]2C[C@@H](O)[C@@H](O)[C@@H]2NCC(C)C)c1,21%[176 µM]
COc1ccc(C(=O)N2[C@H]3CC[C@@H]2c2cnc(-c4ccc(F)cc4)nc2C3)cc1OC,20%
CC[C@H]1CN2CC[C@H]1C[C@@H]2CNC(=O)Nc1ccccc1,30%[176 µM]
Cc1ncoc1C(=O)NCC1=C(c2ccc(S(C)(=O)=O)cc2)C[C@@H]2CC[C@H]1N2CCOc1ccccc1,?
CC[C@H]1CN2CC[C@H]1C[C@@H]2CNC(=O)Nc1cc(OC)cc(OC)c1,63%[activator][176 µM]
Brc1ccc2c(c1)-n1nncc1CNC2,4%
O=C(c1ccncc1)N1CC2CCC(C1)N2CC1CCCC1,58%[activator][176 µM]
CC1=C(C(=O)OC(C)(C)C)C2(C(=O)Nc3ccccc32)C(C(=O)OC(C)C)=C(N)O1 (stereo unspecified),?
COC(=O)C1=C(c2ccc(OCc3ccccc3)cc2)C[C@@H]2CC[C@H]1N2C(=O)NCc1ccc2c(c1)OCO2,?
COc1ccccc1CC(=O)N1CCN(C2CCN(C)C2=O)CC1 (stereo unspecified),2%
Cc1ccc(/C=C/c2nc3ccccc3c(=O)n2-c2ccccc2)s1,-23%
c1nc(N2CCOCC2)ncc1CN1CC[C@H]2CNC[C@H]21,4%
Cc1cnc(C2CC2)n1C1CCCNC1 (stereo unspecified),13%
CCOC(=O)C1=C(N)Oc2c(c(=O)oc3ccccc23)C12C(=O)Nc1ccc(Cl)cc12 (stereo unspecified),?
Cc1ccc(C(=O)NC[C@H]2C[C@@H]3CCN2C[C@@H]3c2cc(-c3ccco3)nc(C)n2)cc1,11%[176 µM]
CC12CN3CC(C)(CN(C1)C3c1ccccn1)C2=O (stereo unspecified),24%
COc1ccc2[nH]c(C)c(CCNCc3ccccc3F)c2c1,?
CN1CCN(C(=O)Cc2c[nH]c3ncc(-c4ccc([S+](C)(=O)[O-])cc4)cc23)CC1,4%[176 µM]
CN(C)C(=O)Oc1ccc2c(=O)c(-c3ccc(Br)cc3)coc2c1,6%
Cc1noc(C)c1COc1ccc(CC(=O)N2CCN(CC(=O)N3CCCC3)CC2)cc1,-10%
Cc1nc(-c2ccc(N(C)C)cc2)cc([C@H]2CN3CC[C@H]2C[C@@H]3CNC(=O)N2CCOCC2)n1,30%
CN1CC[C@@H]2CN[C@H](c3ccccc3)C[C@@H]21,85%[activator]
CC(C)NC(=O)N1C[C@@H]2C[C@H](C1)c1ccc(C3CCCCC3)c(=O)n1C2,32µM*
COC1C(O)C(C)OC(OC2CCC3(C)C(CC[C@@H]4[C@@H]3CCC3(C)C(C5=CC(=O)OC5)C(O)CC43O)C2)C1O (stereo partly specified),?
CCOC(=O)c1c(C)n(C(C)C)c2ccc(OC(=O)c3ccccc3)cc12,20%
C=C(Cl)CN1CCC(N2CCCCC2)CC1,3%
CC1CCN(C[C@H]2CN3CC[C@H]2C[C@@H]3CNC(=O)c2ccc(N(C)C)cc2)CC1,1%[176 µM]
ClCCN1CCOCC1,?
Cc1ncc2c(n1)C[C@@H]1CC[C@H]2N1C(=O)c1sccc1C,-2%

In the list so far, these contain fluorine.
mol,12-LOX inh
O=C(COc1ccc(F)cc1)N1[C@H]2CC[C@@H]1c1cnc(-c3ccc(F)cc3)nc1C2,5%
Cc1ncc2c(n1)C[C@@H]1CC[C@H]2N1C(=O)COc1ccc(F)cc1,5%
O=C(NCc1ccc(F)cc1)[C@H]1CN2CCC1C[C@@H]2Cn1cc(CSc2ccccc2)nn1 (stereo partly specified),-5%
Cn1nc(-c2ccc(F)cc2)cc1[C@H]1CN2CC[C@H]1C[C@@H]2CNC(=O)NCc1ccccc1,14%
CCCCc1cn(C[C@H]2C[C@@H]3CCN2C[C@@H]3C(=O)NCc2ccc(F)cc2)nn1,3%[176 µM]
Cn1nc(-c2ccc(F)cc2)cc1[C@H]1CN2CC[C@H]1C[C@@H]2CNS(=O)(=O)c1cccs1,4%
COc1cc2c(cc1OCC1CC1)NC(=O)C21CCN(c2nccc(C(F)(F)F)n2)CC1,-30%
N#Cc1c(N)nc2c(c1-c1ccc(OCc3ccccc3F)cc1)c(=O)nc1sccn12,?
Nc1cccc(-c2cn(C[C@H]3CC4CCN3C[C@@H]4C(=O)NCc3ccc(F)cc3)nn2)c1 (stereo partly specified),88%[activator][176 µM]
Cc1ccc(C(O)(C(=O)OC(C)C)C(O)c2ccc(F)cc2)cc1 (stereo unspecified),-10%
COc1ccc(C(=O)N2[C@H]3CC[C@@H]2c2cnc(-c4ccc(F)cc4)nc2C3)cc1OC,20%
COc1ccc2[nH]c(C)c(CCNCc3ccccc3F)c2c1,?
